KCNH2 3.1 inh: qHTS for Inhibitors of KCHN2 3.1: Mutant qHTS; U2OS KCNH2 3.1, thallium flux FluxOr; hits give low values; activity change, % (tested at about 1.8 µM); 0.95% of 340,000 active; AID 720553, 2013; Potassium voltage-gated channel subfamily H member 2, brain isoform KCNH2 3.1 (human);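 active = maximum activity change below -70%; inconclusive = maximum activity change from -70% to -50%; inactive = maximum activity change above -50%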;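 also: thallium influx rate constant from kinetic fluorescence after stimulation buffer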
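We transduce U2OS cells with the mutant 3.1 virus, culture them overnight, load FluxOr with Red40 quencher for 45 min, then add stimulation buffer and read kinetically for 2 min to derive a normalized rate constant.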
Giardia killer: Small Molecules that selectively kill Giardia lamblia: qHTS; Giardia lamblia trophozoite viability; activity change, % at 7.66 µM, hits read low; 0.15% of 340,000 active; in the data active = activity change below about -80%; inconclusive = between about -30% and that limit;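 also: parasites exposed to compound for two days anaerobically before the ATP read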
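Trophozoites 100 cells/well + cpd; 48 hrs, 37 deg C, anaerobic. ATPLite 1-Step added, 15-30 min RT, luminescence read (ATP-based viability).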
uPA generation: qHTS for Inhibitors of Cell Surface uPA Generation; Potency, µM (top dose mostly 38.3 µM), inactives show top-dose activity change, negative = inhibition, most hits filed as inhibitors; AID 540303, 2011; 0.31% of 330,000 active; cell surface uPA generation assay, qHTS; active = well fitted inhibition curve with a large enough effect; inconclusive = small, poorly fitted or top-dose-only effect; inactive = no such curve, though single readings can be large or run the other way; tested in mouse RAW 264.7 cells; also: potency is read from the fitted curve at half-maximal effect; nearly all actives have a fitted effect of over 55% in size
BCR signal inh: qHTS Assay to Find Inhibitors of Chronic Active B-Cell Receptor Signaling | ABC-DLBCL IkBa-CBG/CBR reporter, luminescence ratio, 4 h | 0.05% of 340,000 active | Potency, µM (doses to about 46.1 µM), inactives show top-dose ratio change, negative = lower green/red ratio, actives largely listed as inhibitors; active = well fitted inhibition curve with a large enough effect in the signal ratio, with a control signal flat, not every such curve was filed as active; inconclusive = small, poorly fitted or top-dose-only effect, or effect the other way, or a change in a side signal; the % refers to the signal ratio;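 also: potency is read from the fitted curve at half-maximal effect; plate controls were basal doxycycline-induced cells for no effect and cells given 10 µM MG132 for full effect; MG132 reads +100%, hits lower the ratio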
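Compounds up to 46 uM were incubated four hours with TMD8 cells whose green CBG68 luciferase is fused to IkappaBalpha; red CBR luminescence normalised the signal, and concentration-effect curves were fitted to fusion, red and ratio data.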
B2AR arrestin: qHTS assay of beta-arrestin-biased ligands of beta2-adrenergic receptor; Beta-2 adrenergic receptor (Homo sapiens), P07550; beta-arrestin recruitment to beta2AR, cell-based reporter; Potency, µM (highest dose often 46.1 µM), for inactives: at the highest dose activation, usual class: activators; 0.02% of 330,000 active;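 also: potency is read from the fitted curve at half-maximal effect; 0% = DMSO controls and full agonism = EC100 isoproterenol or metaproterenol; nearly all actives have a fitted effect of over 65% in size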
Target sequence (P07550 whole entry, looked up): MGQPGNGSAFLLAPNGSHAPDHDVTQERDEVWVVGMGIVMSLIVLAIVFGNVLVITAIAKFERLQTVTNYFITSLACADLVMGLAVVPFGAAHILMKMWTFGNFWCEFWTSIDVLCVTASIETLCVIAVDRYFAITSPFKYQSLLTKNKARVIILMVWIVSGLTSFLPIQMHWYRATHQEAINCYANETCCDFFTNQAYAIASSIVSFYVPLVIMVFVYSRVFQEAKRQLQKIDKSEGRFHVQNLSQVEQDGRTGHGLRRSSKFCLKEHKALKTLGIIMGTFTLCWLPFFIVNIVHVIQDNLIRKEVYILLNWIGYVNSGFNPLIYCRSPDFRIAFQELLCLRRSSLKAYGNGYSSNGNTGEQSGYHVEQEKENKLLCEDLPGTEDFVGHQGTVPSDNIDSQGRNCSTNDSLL
GALK inhibitor: qHTS Assay for Inhibitors of Human Galactokinase (GALK); Potency, µM (titrated, usually from 57.5 µM), for the others: top-dose activity change, negative = inhibition, actives largely listed as inhibitors; Purified GALK, Kinase-Glo residual ATP luminescence; 0.007% of 270,000 active; also: potency is read from the fitted curve at half-maximal effect
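GALK at 5 nM final was combined with compound, 35 uM ATP and 100 uM galactose in HEPES pH8.0 with MgCl2 and DTT. The reaction ran one hour at room temperature before luminescent ATP detection.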
KCNH2 WT inh: qHTS for Inhibitors of KCHN2 3.1: Wildtype qHTS; Voltage-gated inwardly rectifying potassium channel KCNH2 (Homo sapiens), Q12809; U2OS, BacMam KCNH2, thallium flux FluxOr; hits give low values; activity change, % at 1.84 µM; 0.37% of 340,000 active;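 active = maximum activity change below -70%; inconclusive = maximum activity change between -70% and -50%; inactive = maximum activity change above -50%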
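U2OS cells transduced with wild-type KCNH2 virus are loaded with FluxOr dye for 45 min, and thallium flux is measured in kinetic reads before and after stimulation buffer. Rate constants are normalized to DMSO controls.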
PKM2 act: qHTS Assay for Activators of Human Muscle isoform 2 Pyruvate Kinase; 0.34% of 260,000 active; purified PKM2, Kinase-Glo ATP luminescence, activation; response scale: 0% is enzyme alone, no compound; Potency, µM (titrated, usually from 57.5 µM), without a hit: at the top dose activation, actives largely listed as activators; Pyruvate kinase PKM (Homo sapiens), P14618; also: potency is read from the fitted curve at half-maximal effect; nearly all actives have a fitted effect of over 55% in size
Target sequence (P14618 whole entry, looked up, canonical isoform): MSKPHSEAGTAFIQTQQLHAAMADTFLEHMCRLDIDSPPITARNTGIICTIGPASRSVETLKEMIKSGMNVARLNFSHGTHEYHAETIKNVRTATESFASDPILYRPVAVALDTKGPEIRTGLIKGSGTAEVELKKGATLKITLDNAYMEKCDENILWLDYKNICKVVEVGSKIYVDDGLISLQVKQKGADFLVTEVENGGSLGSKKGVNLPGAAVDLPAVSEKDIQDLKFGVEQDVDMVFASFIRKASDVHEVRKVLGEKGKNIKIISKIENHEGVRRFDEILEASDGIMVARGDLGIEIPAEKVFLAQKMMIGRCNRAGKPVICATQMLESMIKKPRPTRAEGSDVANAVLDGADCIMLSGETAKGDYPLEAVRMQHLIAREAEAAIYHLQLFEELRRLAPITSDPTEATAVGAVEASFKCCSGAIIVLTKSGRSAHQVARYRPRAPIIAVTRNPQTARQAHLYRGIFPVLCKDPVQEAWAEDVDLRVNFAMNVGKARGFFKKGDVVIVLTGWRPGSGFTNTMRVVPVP
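Purified hPK-M2 (>95% pure) converted ADP (0.1 mM final) to ATP with 0.5 mM PEP in 50 mM imidazole pH7.2, KCl, MgCl2, Tween 20, BSA; 1 h at room temperature. ATP detected by Kinase-Glo luminescence.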
Eya2 phos inh: qHTS Assay for Inhibitors of the Phosphatase Activity of Eya2; Protein phosphatase EYA2 (Homo sapiens), O00167; recombinant Eya2, OMFP fluorescence dephosphorylation (OMFP is methylfluorescein phosphate); Potency, µM (doses to about 76.9 µM), for inactives: at the highest dose activity, negative = inhibition, actives largely listed as inhibitors; 0.006% of 330,000 active; AID 488837, 2010; also: potency is read from the fitted curve at half-maximal effect
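Eya2 protein (added as 0.2 uM solution) was preincubated with compound for 10 min at ambient temperature in 50 mM HEPES pH 7.5, 50 mM NaCl, 5 uM MgCl2, 0.05% BSA, 1 mM DTT. OMFP (added at 50 uM) then reacted 10 min; fluorescence read at 485/525 nm.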
USP2a inh: qHTS Assay for Inhibitors of Ubiquitin-specific Protease USP2a Using CHOP2 as the Reporter | USP2 core, Ub-CHOP2 coupled fluorogenic reporter, 485/531 | Potency, µM (highest dose often 38.3 µM), for inactives: top-dose activity change, negative = inhibition, most hits filed as inhibitors | AID 463254, 2010 | Ubiquitin carboxyl-terminal hydrolase 2 (Homo sapiens), O75604 | 0.01% of 330,000 active;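 also: potency is read from the fitted curve at half-maximal effect; plate controls were DMSO wells for no effect and full inhibition by NEM control for full effect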
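Deubiquitinase activity read as fluorescence (485/531 nm) after Ub-CHOP2 cleavage activates the enterokinase reporter on its substrate; USP2 core 10nM, Ub-CHOP2 and substrate 25nM each, 30min compound preincubation then 60min RT; data normalized to NEM, curves fitted.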
Coupling enz: qHTS Assay for Inhibitors of Fructose-1,6-bisphosphate Aldolase from Giardia Lamblia: Coupling assay counterscreen | coupling enzyme system counterscreen, AmpLite Red fluorescence | 0.67% of 290,000 active | AID 2472, 2010 | activity change, negative = inhibition, % at 58.2 µM, hits read low; in the data active = activity change below about -30%
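Fluorescence at 525 nm excitation and 598 nm emission measured inhibition of the coupled detection system without aldolase. Compounds (at 57.5 uM final) were preincubated 10 min at room temperature with coupling enzyme reagent before a 20 min substrate/AmpLite Red step.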
* marks the source's active call; other numbers are inactive results; ? = inconclusive; / = not tested or not shown; [ ] = another dose, or the depositor's remark. Unless noted, calls follow the shape of the dose curve; as a rule, active = well fitted curve in the direction sought with a large enough effect; inconclusive = small, poorly fitted or top-dose-only effect, or another doubt; inactive = no such curve, though single readings can be large; an effect the other way counts as inactive or inconclusive. Unless noted, % is scaled to controls: 0 for no effect and ±100 for the full control effect. The order is random; overall some 2.4% were active at least once.

smiles	KCNH2 3.1 inh	Giardia killer	uPA generation	BCR signal inh	B2AR arrestin	GALK inhibitor	KCNH2 WT inh	PKM2 act	Eya2 phos inh	USP2a inh	Coupling enz
O=C(CSCC(=O)N1CCN(c2ccccc2)CC1)Nc1nc(-c2ccc(Cl)s2)cs1	-1	2	-11%	?	-0.3%	0%	3	-14%	3%	-5%	0
COc1cccc2cc(C(=O)N(C)C3CCN(C)CC3)c(=O)oc12	9	-8	3%	0%	-0.3%	9%	11	1%	-4%	1%	1
Cc1ccc(S(=O)(=O)NCc2n[nH]c(=S)n2C)cc1	11	-11	3%	3%	0.0%	-1%	5	1%	7%	2%	1
OCCCc1nc2ccccc2[nH]1	4	-17	7%	-1%	-0.3%	10%	-5	1%	8%	0%	-1
COC(=O)C1NN=C(C(=O)c2ccc(Br)cc2)C1c1cccc(Br)c1 (stereo not given)	-24	6	2%	3%	1.9%	/	-1	-3%	-1%	-2%	0
CN(C)CCCN(C(=O)c1ccc(S(=O)(=O)N2CCCCCC2)cc1)c1nc2c(F)cccc2s1	7	1	-11%	?	0.1%	6%	-7	1%	-5%	0%	/
COCCOC(=O)C1=C(N)OC2=C(C(=O)CCC2)C1c1cccnc1 (stereo not given)	5	-11	2%	?	0.4%	0%	2	1%	-18%	3%	-3
Cc1ccc(CN2CCSc3ccc(C(=O)NCCCN4CCOCC4)cc32)cc1	-5	35[activator]	-2%	5%	0.6%	-3%	3	/	-2%	-1%	/
CCOC(=O)c1cnc2c(C)cccc2c1Nc1cccc(C(=O)O)c1	1	-18	-4%	8%	-0.4%	3%	-5	2%	11%	3%	17
O=C(Cn1nnc(-c2ccc(Cl)cc2)n1)NC1CCN(Cc2ccccc2)CC1	?	12	7%	0%	-0.5%	-2%	-2	-4%	4%	0%	7
COCCCNC(=O)/C(C#N)=c1\s/c(=C\c2ccccc2OC(F)F)c(=O)n1CCCOC	6	-11	0%	?	-0.3%	0%	-2	-5%	3%	2%	2
O=S(=O)(Nc1cccc(-c2nnco2)c1)c1ccc(F)cc1F	6	5	2%	?	0.4%	/	0	4%	2%	2%	-2
O=C(CSc1nnc(SCc2ccccc2Cl)s1)N/N=C/c1c[nH]c2ccccc12	23	-14	-2%	4%	-0.1%	0%	3	8%	0%	-1%	-13
CC(C)CC(=O)Nc1ccc(-c2cn3cccnc3n2)cc1	6	-8	?	0%	3.8%	1%	5	/	6%	3%	1
O=C(CN1C(=O)c2ccccc2C1=O)NCc1ccccn1	-2	-1	-1%	0%	-1.0%	0%	-7	-5%	-9%	1%	1
O=C(Nc1ccc(F)cc1)c1cc(S(=O)(=O)N2CCCCC2)cs1	-2	1	-4%	-1%	-0.3%	-3%	4	-2%	9%	0%	-2
CC(C)(C)NC(=O)CSc1nc(N)c(-c2ccccc2)c(=O)[nH]1	22	-28	6%	0%	-0.4%	0%	/	1%	12%	0%	0
COc1cccc(OCc2cc(C(=O)N(C)Cc3nc4ccccc4[nH]3)no2)c1	12	17	-7%	2%	-0.3%	-1%	5	/	-25%	4%	/
CCc1ccc(NC(=O)COc2cccc(-n3cnnn3)c2)cc1	-14	0	-1%	-16%	0.1%	-3%	-4	/	14%	1%	0
CC(=O)c1ccc(NC(=O)C(Cc2ccccc2)n2cccc2)cc1 (stereo not given)	-5	10	3%	2%	-0.6%	1%	-8	7%	13%	6%	0
NS(=O)(=O)c1ccc(N/N=C/c2ccccc2Br)cc1	-8	-16	0%	-5%	-0.1%	11%	3	3%	-2%	0%	-6
CCC(C)[C@H](NC(=O)[C@H](Cc1ccccc1)n1c(=O)[nH]c2ccccc2c1=O)C(=O)NCC1CCC(C(=O)O)CC1 (stereo not given in full)	8	-24	2%	-7%	-0.1%	/	-11	-2%	-1%	1%	-3
Cc1ccc(N=Cc2cc(C)n(C3CCCC3)c2C)cc1	10	0	/	-17%	-0.4%	0%	14	0%	2%	2%	/
COc1ccc(NC2CCCN(C(=O)c3cccc(N(C)C)c3)C2)cc1 (stereo not given)	-17	?	-16%	-6%	0.1%	/	-7	3%	-6%	-1%	1
CC(C(=O)Nc1ncc([N+](=O)[O-])s1)N1C(=O)c2ccccc2S1(=O)=O (stereo not given)	-6	3	-8%	0%	0.1%	/	-6	/	-22%	0%	/
O=C(O)CC(NC(=O)C(F)(F)F)c1ccc2c(c1)OCO2 (stereo not given)	6	0	-2%	1%	-0.2%	-2%	0	1%	5%	8%	2
Cc1cccc(N2CCN(C(=O)c3ccnn3C)CC2)c1C	-3	13	7%	-3%	-1.0%	5%	0	-2%	2%	2%	3
O=C(CSc1cccc[n+]1[O-])Nc1cccc(S(=O)(=O)NC2=NCCCCC2)c1	-6	4	3%	-3%	-0.1%	0%	7	-4%	9%	-1%	1
CC(=O)N1c2ccc(S(=O)(=O)N3CCCC(C(=O)Nc4ccc(C)cc4C)C3)cc2CC1C (stereo not given)	18	7	9%	-9%	-1.1%	/	-11	0%	-7%	-1%	0
COc1cc(-c2cn(S(=O)(=O)c3cccc4nsnc34)nc2N)cc(OC)c1OC	7	-2	/	?	0.5%	-2%	-9	-1%	11%	0%	-3
COc1cccc(NC(=O)c2ccncc2)c1	3	19	-1%	-2%	-0.5%	8%	1	-5%	17%	0%	3
Cc1cc(C(=O)OCC(=O)N2CC(C)CC(C)C2)c(C)o1 (stereo not given)	-4	7	1%	0%	-0.9%	-1%	30	0%	-2%	0%	-2
Cc1ccccc1N1CCN(C2CCCN(C(=O)c3ccnn3C)C2)CC1 (stereo not given)	-4	3	1%	6%	-0.2%	3%	2	1%	7%	-1%	1
COCCN(C(=O)COC(=O)CCSc1ccc(F)cc1)c1c(N)n(Cc2ccccc2)c(=O)[nH]c1=O	7	15	-1%	-7%	0.4%	/	7	/	10%	1%	/
Cc1cc2c(NCCc3ccccc3)ncnc2s1	59	-26	-11%	?	0.6%	-6%	16	-2%	-8%	-3%	-1
O=C(/C=C/c1ccc(Cl)c([N+](=O)[O-])c1)c1ccc(O)cc1	-15	-19	-2%	?	-1.0%	0%	-4	10%	-6%	-2%	4
CCOC(=O)Cc1csc(NC(=O)CN(C)S(=O)(=O)c2ccc3c(c2)CCC(=O)N3)n1	-1	-3	3%	-2%	0.2%	1%	-8	-11%	25%	0%	-3
COc1ccccc1CN1C(=O)c2ccncc2C1=O	-6	19	/	-5%	0.4%	6%	0	15%	-2%	2%	2
Cc1cccc(NC(=O)CN2C(=O)CNC2=O)c1	13	-12	4%	-6%	-0.8%	2%	-9	-5%	4%	1%	1
Cc1c(N2C(=O)/C(=C/c3ccccc3)SC2=S)c(=O)n(-c2ccccc2)n1C	-2	-14	1%	-15%	-0.3%	2%	-10	10%	1%	2%	3
O=C(CSc1nncn1-c1ccccc1)N1CCCC1	-5	-8	-5%	-4%	-0.1%	5%	-1	/	15%	2%	4
Cc1c(C(=O)C(C)C)n(C)c2ccccc12	-8	-15	2%	?	-0.3%	0%	11	0%	-39%	2%	1
CN(C(=O)c1cccc(NC(=O)C2CCN(C(=O)OC(C)(C)C)CC2)c1)C1CCC1	-3	-13	8%	-17%	0.5%	/	-9	/	-15%	0%	/

Rewritten field by field: part of the list above
Cc1c(N2C(=O)/C(=C/c3ccccc3)SC2=S)c(=O)n(-c2ccccc2)n1C
  KCNH2 3.1 inh: -2	Giardia killer: -14	uPA generation: 1%	BCR signal inh: -15%	B2AR arrestin: -0.3%	GALK inhibitor: 2%	KCNH2 WT inh: -10	PKM2 act: 10%	Eya2 phos inh: 1%	USP2a inh: 2%	Coupling enz: 3
O=C(/C=C/c1ccc(Cl)c([N+](=O)[O-])c1)c1ccc(O)cc1
  KCNH2 3.1 inh: -15	Giardia killer: -19	uPA generation: -2%	BCR signal inh: ?	B2AR arrestin: -1.0%	GALK inhibitor: 0%	KCNH2 WT inh: -4	PKM2 act: 10%	Eya2 phos inh: -6%	USP2a inh: -2%	Coupling enz: 4
CN(C)CCCN(C(=O)c1ccc(S(=O)(=O)N2CCCCCC2)cc1)c1nc2c(F)cccc2s1
  KCNH2 3.1 inh: 7	Giardia killer: 1	uPA generation: -11%	BCR signal inh: ?	B2AR arrestin: 0.1%	GALK inhibitor: 6%	KCNH2 WT inh: -7	PKM2 act: 1%	Eya2 phos inh: -5%	USP2a inh: 0%	Coupling enz: /
